# Dyrk1A ADPGlo = blocks rat Dyrk1A kinase activity; Q63470; ADP-Glo luminescence, NFATc1 peptide; inhibition, % at 12.5 µM; 0.43% of 310,000 active; in the data active = inhibition above about 50%;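 note: plate controls were vehicle with enzyme for no effect and no enzyme for full effect; many of its hits are not listed in these tables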
# * hit, by the source's call. Not all compounds are listed; count on the stated rates, not on these rows.
Dyrk1A ADPGlo,Compound
-1,O=c1c2sc3nc(N4CCOCC4)c4c(c3c2ncn1C(c1ccccc1)c1ccccc1)CCCC4
1,CNC(=O)NC(=O)CSc1ccc(S(=O)(=O)N(C)C2CCCCC2)cn1
0,O=C(OCc1cc(=O)n2ccsc2n1)c1ccc(OC(F)F)cc1
1,O=C1NC2(c3ccccc3)NC(=O)NC2(c2ccccc2)N1 (stereo not given)
4,COc1cc(C=NNc2nc3c([nH]2)c(=O)n(C)c(=O)n3C)ccc1O
-2,O=C(CN1C(=O)NC2(CCCC2)C1=O)N1CCCSC1=Nc1ccccc1
-5,CCN(CC(=O)Nc1c(F)cccc1F)C(=O)c1cccc(S(=O)(=O)N2CCCc3ccccc32)c1
36,Nc1nc(N)c(Br)c(Nc2ccc(Cl)c(Cl)c2)n1
0,O=C(O)CC1Cc2ccccc2C1C(=O)O (stereo not given)
-2,CC(=O)OC(=C(OC(C)=O)c1ccccc1)c1ccccc1
-1,COc1ccc(OCCN2CCN(S(=O)(=O)c3ccccc3C#N)CC2)cc1
2,COc1ccc(C(=O)Nc2cccc(/C=C(/CCC(=O)O)c3nc4ccccc4s3)c2)cc1
-1,COC(=O)CC(=O)O[C@H]1C=C[C@@H](NC(=O)OC(C)(C)C)C1
9,NC(N)=NN=C(c1ccc(F)cc1)c1ccc(C(F)(F)F)cc1
-12,COc1ccc([C@@H]2CC=C(C(=O)O)[C@H](c3ccc(C(C)(C)C)cc3)N2S(=O)(=O)c2ccc(C)cc2)cc1OC
3,CCCCn1c(N)c(N(C(=O)CSc2nncn2-c2ccccc2)C2CCCC2)c(=O)[nH]c1=O
0,COCCN(C(=O)COC(=O)/C=C/c1ccc(Cl)c(Cl)c1)c1c(N)n(Cc2ccccc2)c(=O)[nH]c1=O
0,COc1cc(C2c3cc4c(cc3C(O)C3COC(=O)C23)OCO4)cc(OC)c1OC (stereo not given)
-2,O=C(Nc1ccc(C(=O)N2CCCCC2)cc1)C1CC1
-5,COc1ccc(Br)cc1C(=O)CCC(=O)OCC(=O)Nc1cc(C(N)=O)cc(C(N)=O)c1
0,CCOc1ccc(NC(=O)c2ccc3c(c2)C(=O)N(Cc2ccncc2)C3=O)cc1
9,CC(=O)c1ccc(-c2c(C)cc3oc(=O)cc(-c4ccccc4)c3c2C)cc1
-2,COc1ccc(NC(=S)N2CCC(C(=O)c3ccc(Cl)cc3)CC2)cc1
-10,COc1ccc(NC2=Nc3ccccc3N[C@@]23C[C@H]2CCCC(=O)N4CC[C@@H](C3)[C@@H]24)cc1
2,NNC(=O)C1C(O)CCC2CN3CCc4c([nH]c5ccccc45)C3CC21 (stereo not given)
11,NS(=O)(=O)c1cccc(NC(=O)CSc2nc3ccccc3c(=O)n2CC2CCCO2)c1 (stereo not given)
0,CN(Cc1ccccc1)C(=O)c1cccc(NC(=O)Cc2ccc(NC(=O)C3CCCN(C(=O)C4CC4)C3)cc2)c1 (stereo not given)
-3,CC(C)(C)OC(=O)N1O[C@H]2CC1[C@@H]1[C@@H]2N=NN1CCc1ccncc1
1,CCCCN(C(=O)c1ccc(S(=O)(=O)N(C)c2ccccc2)cc1)c1c(N)n(CCC)c(=O)[nH]c1=O
-2,CC(C)Cn1cnc2c(SCCc3ccccc3)nc(N)nc21
3,CC(Sc1nc2ccccc2c(=O)n1CC1CCCO1)C(=O)N(C)c1ccccc1 (stereo not given)
8,F[B-](F)(F)c1cnc2ccccc2c1
-1,O=C1CN(C(=O)COC(=O)c2ccc(Cl)cc2)c2ccccc2N1
2,CSc1ccc(Cl)c(C(=O)OCC(=O)N2CCN(c3ccccc3)CC2)c1
-2,COc1ccc(S(=O)(=O)N2CCc3ccccc32)cc1C(=O)Nc1cc(S(C)(=O)=O)ccc1Cl
12,CCOC(=O)c1c(N/C=C(\C#N)c2nc(-c3ccc(OC(C)=O)cc3)cs2)sc2c1CCC2

# Given field by field: part of the list above.
molecule: CC(C)(C)OC(=O)N1O[C@H]2CC1[C@@H]1[C@@H]2N=NN1CCc1ccncc1
- Dyrk1A ADPGlo = -3

molecule: CC(C)Cn1cnc2c(SCCc3ccccc3)nc(N)nc21
- Dyrk1A ADPGlo = -2

# Next part
Dyrk1A ADPGlo,Compound
2,Nn1c(SCC(=O)NCCC2=CCCCC2)nnc1-c1cccnc1
0,Nc1ccc(S(=O)(=O)NCC2CCCCO2)cc1 (stereo not given)
0,Cc1ccc(NC(=S)N2CCC(C(=O)c3ccc(F)cc3)CC2)cc1C
10,CC(C)(C)OC(=O)N(CCc1ccccc1)Cc1ccc(OCc2cccc(NC(=O)C3CCC3)c2)cc1
3,COc1cc(C(=O)OCC(=O)N2CCNC2=O)cc(Cl)c1OC
4,CCN(CC(=O)Nc1ccc(OC)cc1)C(=O)c1ccc2c(c1)NC(=O)CS2
1,N=c1c(S(=O)(=O)c2ccc(Br)cc2)cc2c(=O)n3ccccc3nc2n1CCN1CCOCC1
1,CCCC1OC(c2ccco2)OCC1CC (stereo not given)
-11,CCNC(=O)CSc1nnc(-c2cccc(S(=O)(=O)N3CCOCC3)c2)o1
-2,CC(C)(C)S(=O)(=O)N1Cc2cc(=O)n(Cc3ccccc3)c(CCO)c2[C@H]1CCO
13,COc1ccc(C)cc1NC(=O)C(c1ccccc1)N1CCN(CC(=O)NC2CC2)CC1 (stereo not given)
-6,Cc1cc(C(=O)OCC(=O)NC2(C#N)CCCCC2)c(C)o1
-8,COc1ccccc1C=C1SC(=S)NC1=O
10,C=Cc1cc2c(cc1O)CCC1C2CCC2(C)C(O)CCC12 (stereo not given)
-5,C/C(CCc1ccc2c(c1)OCO2)=N\N=C1\NC(=O)CC(C(=O)Nc2ccc(C(=O)O)cc2)S1 (stereo not given)
-2,Cc1ccc(NC(=O)CN(C)C(=O)c2cc(-c3ccccc3)nn2-c2ccccc2)cc1
0,N#CC(=Nc1ccccc1)c1ccccc1
-5,CCCOc1ccc(C(=O)CCC(=O)OCC(=O)Nc2cccc(S(N)(=O)=O)c2)cc1
2,COc1ccc(S(=O)(=O)NCC2(N3CCOCC3)CCCCC2)cc1OC
2,Cc1ccc(C(=O)NC(Cc2ccc(C(C)(C)C)cc2)C(=O)O)cc1 (stereo not given)
3,C/C(=N\Nc1ccccc1)c1cccs1
4,O=C(O)CN(CC(=O)O)CC(=O)O
-6,COc1cc(/C=C/C(=O)OCC(=O)N2CCN(S(=O)(=O)c3ccc(C)cc3C)CC2)cc(Cl)c1OC
9,COc1ccc(OCCC(=O)Nc2cc3c(cc2C(=O)O)OCCCO3)cc1
-4,Cc1ccccc1Nc1nnc(SCC(=O)c2c(N)n(C3CC3)c(=O)[nH]c2=O)s1
3,O=C(COC(=O)COc1ccc(Cl)cc1)NC1CCCCCC1
-2,C[C@H](CO)N1C[C@H](C)[C@@H](CN(C)S(=O)(=O)c2cccs2)Oc2ccc(NC(=O)Cn3cnnn3)cc2C1=O
-1,COC(=O)c1ccccc1NC(=O)COC(=O)Cc1ccc(S(=O)(=O)N2CCOCC2)s1
-4,CCN1C(=O)CC(SC2CC(=O)N(CC)C2=O)C1=O (stereo not given)
3,CCOc1ncccc1C(=O)OC(C)C(=O)NC1CCCCC1 (stereo not given)
2,CC(=O)Nc1ccc(NC(=O)C2CC(=O)N(Cc3ccco3)C2)cc1 (stereo not given)
-1,Cc1ccc(CSc2ccc(S(=O)(=O)N3CCCCC3)cn2)cc1
-5,O=C(CSc1n[nH]c(=O)n1Cc1ccccc1)Nc1ccc(N2CCOCC2)cc1
-1,Cc1ccc2sc(C)cc(=O)c2c1
-3,NNC(=O)CC1=NNC(=O)C1
3,CCN(c1ccccc1)S(=O)(=O)c1ccc(Cl)c(NC(=O)CN(C)Cc2cccc(F)c2)c1
1,COc1ccc(CC(=O)NNC(=O)c2cc(Cl)ccc2OC)cc1
-2,CC(C)C[C@@H](CN)NC(=O)c1nc[nH]c1C(=O)N[C@@H](Cc1ccccc1)C(=O)CNC[C@H](C)NC(=O)c1nc[nH]c1C(=O)N[C@@H](C)C(=O)O
16,O=C(CCCN1C(=O)NC2(CCCC2)C1=O)Nc1cccc(S(=O)(=O)N2CCOCC2)c1
0,Cc1ccc(CN2C(=O)C[C@@H](NC(=O)OCC3c4ccccc4-c4ccccc43)C/C=C\C2c2ccc(C)cc2)cc1 (stereo not given in full)
-5,Cc1n[nH]c(C)c1S(=O)(=O)N1CCN(S(=O)(=O)c2cccc(F)c2)CC1
4,COc1ccc(CCc2cc(OC)c(OC)c(OC)c2)cc1
4,Nc1ccc2c3c(cccc13)-c1ccccc1-2
-7,Cc1c(NC(=O)c2nn(CC(C)C)c(=O)c3ccccc23)c(=O)n(-c2ccccc2)n1C
-3,CC(=O)Nc1ccc(S(=O)(=O)N(C)CC(=O)Nc2nc3ccccc3[nH]2)cc1
-3,COc1ccc(CN(C)C(=O)COC(=O)c2ccc(-c3ccccc3)cc2)c(OC)c1OC
-6,OCCNCc1cccc(-c2ccccc2)c1O
-4,COc1ccc(C(=O)OCC(=O)N2CCc3ccccc32)cc1S(=O)(=O)N1CCOCC1
-4,CCN1C[C@@H]2[C@@H]3C(=O)N(C)C(=O)[C@@H]3[C@](Cc3ccccc3)(C(=O)OC)N2C1=NC1CCCCC1
3,CN(C)c1nc(N)c(C#N)c(C#N)c1C#N
2,O=[N+]([O-])c1ccc(SNc2ccccc2)c([N+](=O)[O-])c1
6,O=C(NCCCCCCCN1CCCCCCC1)C(C1CCCCC1)C1CCCCC1
-1,O=C(CN1CCN(c2ccc(O)cc2)CC1)Nc1ccccc1C(=O)NCCc1ccccc1
10,O=C(N/N=C/c1ccncc1)c1cccc(S(=O)(=O)N2CCCC2)c1
-7,Cc1ccc(C)c(NC(=O)C(c2ccccc2)N2CCN(CC(=O)NC3CC3)CC2)c1 (stereo not given)
0,Cc1ccc(NC(=O)CCNC(=O)c2ccccc2Cl)cc1S(=O)(=O)N1CCOCC1
1,COc1cc(C(=O)Nc2cc(S(=O)(=O)N3CCOCC3)ccc2N2CCOCC2)ccc1OC(F)F
4,c1ccc(CN2CCc3[nH]c4ccccc4c3C2)cc1
-6,OCCn1cnc2c(SCc3ccccc3)ncnc21
-6,Cc1cc2c(cc(C(=O)OCC(=O)NC3CCCCC3)n2C)o1

# (continued)
Dyrk1A ADPGlo,Compound
-5,NC1=NN(c2ccccc2)C(=O)C1
6,O=S(=O)(c1ccc(Br)cc1F)N1CC[C@H](O)C1
-2,CC1(C)Cc2c(sc3c2c(=O)n(Cc2ccccc2)c2nncn32)CO1
-1,COC1=C(C)C(=O)C2=C(C1=O)C1C3CC4=C(C(=O)C(OC)=C(C)C4=O)C(CNC(=O)C(C)=O)N3C(C#N)C(C2)N1C (stereo not given)
-2,CC1CC2OC2CC1COC(=O)C1CC2OC2CC1C (stereo not given)
0,Cc1ccc(C)c(N2CCN(C(=O)CCc3nc(-c4ccccc4F)no3)CC2)c1
-6,O=C1CC(c2ccccc2)Oc2ccccc21 (stereo not given)
-3,O=C1CCC[C@@H]2C[C@@]3(C[C@@H]4CCN1[C@H]24)Nc1cc(Cl)ccc1NC3=NCc1ccccc1
2,COCCN(C(=O)COC(=O)CNC(=O)c1ccc(C)cc1)c1c(N)n(Cc2ccccc2)c(=O)[nH]c1=O
-3,CCOC(=O)c1sc(NC(=O)CC2OC(=O)c3ccccc32)nc1C (stereo not given)
3,C=C[C@]12CC[C@H](OC(C)=O)CC1=CCC1C2CC[C@@]2(C)C1CCC21OCCO1 (stereo not given in full)
6,Cn1c(=O)c2[nH]c(=O)[nH]c2n(C)c1=O
4,C#CCOCCOCCOCCNc1nc(N2CCN(C(=O)C(Cc3cc4ccccc4[nH]3)n3cc(C(N)Cc4ccc(O)cc4)nn3)CC2)nc(N2CCN(C(=O)C(CCC(=O)O)n3cc(C(N)C(C)CC)nn3)CC2)n1 (stereo not given)
0,CCN1C=C(C(C)=O)C(=O)CC1
-3,CC1(C(=O)OCC(=O)Nc2cc(S(=O)(=O)N3CCOCC3)ccc2Cl)CC1(Cl)Cl (stereo not given)

# Of the compounds above, these contain an NH in an aromatic ring.
Dyrk1A ADPGlo,Compound
4,COc1cc(C=NNc2nc3c([nH]2)c(=O)n(C)c(=O)n3C)ccc1O
3,CCCCn1c(N)c(N(C(=O)CSc2nncn2-c2ccccc2)C2CCCC2)c(=O)[nH]c1=O
0,COCCN(C(=O)COC(=O)/C=C/c1ccc(Cl)c(Cl)c1)c1c(N)n(Cc2ccccc2)c(=O)[nH]c1=O
2,NNC(=O)C1C(O)CCC2CN3CCc4c([nH]c5ccccc45)C3CC21 (stereo not given)
1,CCCCN(C(=O)c1ccc(S(=O)(=O)N(C)c2ccccc2)cc1)c1c(N)n(CCC)c(=O)[nH]c1=O
-4,Cc1ccccc1Nc1nnc(SCC(=O)c2c(N)n(C3CC3)c(=O)[nH]c2=O)s1
-5,O=C(CSc1n[nH]c(=O)n1Cc1ccccc1)Nc1ccc(N2CCOCC2)cc1
-2,CC(C)C[C@@H](CN)NC(=O)c1nc[nH]c1C(=O)N[C@@H](Cc1ccccc1)C(=O)CNC[C@H](C)NC(=O)c1nc[nH]c1C(=O)N[C@@H](C)C(=O)O
-5,Cc1n[nH]c(C)c1S(=O)(=O)N1CCN(S(=O)(=O)c2cccc(F)c2)CC1
-3,CC(=O)Nc1ccc(S(=O)(=O)N(C)CC(=O)Nc2nc3ccccc3[nH]2)cc1
4,c1ccc(CN2CCc3[nH]c4ccccc4c3C2)cc1
2,COCCN(C(=O)COC(=O)CNC(=O)c1ccc(C)cc1)c1c(N)n(Cc2ccccc2)c(=O)[nH]c1=O
6,Cn1c(=O)c2[nH]c(=O)[nH]c2n(C)c1=O
4,C#CCOCCOCCOCCNc1nc(N2CCN(C(=O)C(Cc3cc4ccccc4[nH]3)n3cc(C(N)Cc4ccc(O)cc4)nn3)CC2)nc(N2CCN(C(=O)C(CCC(=O)O)n3cc(C(N)C(C)CC)nn3)CC2)n1 (stereo not given)
